Abeta yeast res: qHTS for compounds that reverse cellular toxicity of Amyloid beta (A-beta) peptide in yeast: Primary Screen; yeast expressing A-beta42, growth rescue, OD600, 48 h; response scale: 0% DMSO, 100% iron-clioquinol control; 410,000 tested, 0.063% active; Potency, µM (series often up to 46.1 µM), for inactives: top-dose growth rescue, most hits filed as activators; AID 1347071, 2019; also: potency is read from the fitted curve at half-maximal effect; nearly all actives have a fitted effect of over 55% in size
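Yeast A-beta toxicity model in growth medium with pinned compounds, 48 h at 30 C; growth read as absorbance at 600 nm. Normalized to FeCl3/clioquinol equimolar mix (positive) and DMSO (negative).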
EPAC1 ag: qHTS for Agonist of cAMP-regulated guanine nucleotide exchange factor 3 (EPAC1): primary screen; EPAC1 agonist qHTS, biochemical assay; response scale: 100% = response to 6.5 mM cAMP; AID 720707, 2013; 360,000 tested, 0.073% active; Potency, µM (highest dose often 154 µM), without a hit: at the top dose activation, most hits filed as activators; Rap guanine nucleotide exchange factor 3 (Homo sapiens), O95398; also: potency is read from the fitted curve at half-maximal effect; nearly all actives have a fitted effect of over 60% in size
Target sequence (O95398 whole entry, looked up): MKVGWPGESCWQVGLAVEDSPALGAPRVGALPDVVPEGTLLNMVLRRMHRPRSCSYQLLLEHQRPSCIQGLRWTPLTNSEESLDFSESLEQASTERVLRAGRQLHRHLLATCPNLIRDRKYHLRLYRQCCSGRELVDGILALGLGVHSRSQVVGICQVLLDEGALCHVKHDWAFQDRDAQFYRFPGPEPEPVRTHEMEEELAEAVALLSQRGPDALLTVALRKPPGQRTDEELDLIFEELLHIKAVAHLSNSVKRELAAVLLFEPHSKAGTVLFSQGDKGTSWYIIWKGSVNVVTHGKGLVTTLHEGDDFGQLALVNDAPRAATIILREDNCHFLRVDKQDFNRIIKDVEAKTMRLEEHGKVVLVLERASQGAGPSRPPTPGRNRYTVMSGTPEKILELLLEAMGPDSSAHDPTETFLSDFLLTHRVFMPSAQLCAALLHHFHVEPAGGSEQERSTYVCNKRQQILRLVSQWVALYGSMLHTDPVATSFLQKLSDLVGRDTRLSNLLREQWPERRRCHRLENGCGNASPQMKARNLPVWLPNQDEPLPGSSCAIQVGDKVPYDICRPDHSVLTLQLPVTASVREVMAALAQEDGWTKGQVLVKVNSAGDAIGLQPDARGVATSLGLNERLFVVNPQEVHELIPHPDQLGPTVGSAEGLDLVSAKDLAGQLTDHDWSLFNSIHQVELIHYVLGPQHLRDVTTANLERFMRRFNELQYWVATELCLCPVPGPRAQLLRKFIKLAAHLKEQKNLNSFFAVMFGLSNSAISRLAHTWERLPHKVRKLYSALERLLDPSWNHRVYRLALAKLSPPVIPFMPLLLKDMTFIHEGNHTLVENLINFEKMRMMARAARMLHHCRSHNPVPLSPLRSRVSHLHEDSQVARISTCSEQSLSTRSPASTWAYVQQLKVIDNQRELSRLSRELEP
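Normalized to 6.5 mM cAMP, activity reflects EPAC1-catalysed release of BODIPY-GDP from Rap1B, followed kinetically over 30 min at 480 nm excitation, 540 nm emission. Reaction contained 100 nM EPAC1, 250 nM Rap1B-BODIPY-GDP, 50 uM GDP.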
PI5P4K alpha inh: qHTS for Inhibitors of phosphatidylinositol 5-phosphate 4-kinase (PI5P4K); 330,000 tested, 1.2% active; max response, %; PI5P4Kalpha enzyme, ADP-Glo luminescence, 60 min; active compounds read low; active = max response of -50% or lower; inconclusive = between -30% and -50%; inactive = -30% or higher; also: value at the top dose of about 77 µM; % is scaled to controls: 0 for no effect and ±100 for the full control effect
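Luminescence from ADP-Glo served as readout of PI5P4Kalpha activity in a qHTS format. Reaction: enzyme, substrate, compound, ATP at 5 microM final, 60 min at RT.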
FUS yeast rescue: qHTS for Suppressors of FUS Proteinopathy: Primary screen using FUS-linked yeast assay; S. cerevisiae FUS-expressing, growth rescue, OD600, 24 h; Potency, µM (highest dose often 76.6 µM), for inactives: top-dose growth rescue (activation), actives largely listed as activators; 390,000 tested, 0.24% active;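 also: potency is read from the fitted curve at half-maximal effect; plate controls were DMSO vehicle for no effect and reference control for full effect; nearly all actives have a fitted effect of over 55% in size; some results filed as inactive show a strong effect at the top dose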
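Yeast expressing FUS under galactose induction, OD 0.005 in 2% galactose medium; compounds in a dilution series, 24 h at 30C. Growth rescue by absorbance at 600 nm; CP55940 positive control, DMSO negative.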
PLK1 PBD block: qHTS for Inhibitors of PLK1-PDB (polo-like kinase 1 - polo-box domain): Primary Screen; AID 720504, 2013; Serine/threonine-protein kinase PLK1 (Homo sapiens), P53350; Plk1 PBD binding of FITC phosphopeptide, fluorescence polarization; Potency, µM, without a hit: max response, negative = inhibition, usual class: inhibitors; 360,000 tested, 2.8% active; also: potency is read from the fitted curve at half-maximal effect; series mostly up to about 57 µM; % is scaled to controls: 0 for no effect and ±100 for the full control effect; nearly all actives have a fitted effect of over 65% in size
aSyn rescue: qHTS of alpha-syn Inhibitors; Yeast expressing alpha-synuclein, growth rescue, BacTiter-Glo, 24 h; Potency, µM (series often up to 46.1 µM), for the others: at the highest dose growth rescue (activation), actives largely listed as activators; AID 652106, 2013; 370,000 tested, 0.14% active; also: potency is read from the fitted curve at half-maximal effect; % of control where 0% means no effect; nearly all actives have a fitted effect of over 65% in size
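Screening used galactose-induced yeast with toxic alpha-synuclein levels, exposed to compound for 24 hr at 30 deg C. Cell growth, read with BacTiter-Glo luminescence, gave the measured signal.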
WRN inhibitor: qHTS for Inhibitors of WRN Helicase. Bifunctional 3'-5' exonuclease/ATP-dependent helicase WRN (Homo sapiens), Q14191. WRN helicase unwinding, fluorescent forked duplex, kinetic. Potency, µM (doses to about 114 µM), for the others: top-dose activity change, negative = inhibition, most hits filed as inhibitors. 360,000 tested, 0.46% active. AID 651768, 2012; also: potency is read from the fitted curve at half-maximal effect; % is scaled to controls: 0 for no effect and ±100 for the full control effect; nearly all actives have a fitted effect of over 55% in size
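Primary qHTS, 1536-well format. 20 nM WRN + compound, 15 min RT; start with 100 nM forked fluorophore/quencher duplex, 2 mM ATP (final); kinetic read ex 525/em 598 nm.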
IL-2 act: qHTS of IL-2 Activators. IL-2 activation reporter assay, cell-based qHTS; stimulated with anti-CD3/CD4/CD28 beads; in transgenic mouse T cells. activation, % (series mostly up to about 46 µM). 360,000 tested, 0.065% active. AID 652025, 2013; in the data active = activation above about 50%; inconclusive = mostly about 30% to 49%; also: 0% is about no effect
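Unstimulated transgenic mouse T cells; 60-min compound exposure; bead-based TCR/CD4/CD28 stimulation; 18 h culture, 37 degrees C; dual fluorescence (EGFP, DsRed) plate cytometry.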
EPAC1 antagonist: qHTS for Antagonist of cAMP-regulated guanine nucleotide exchange factor 3 (EPAC1): primary screen; Rap guanine nucleotide exchange factor 3 (Homo sapiens), O95398; EPAC1 GEF assay, Rap1b-BODIPY-GDP exchange fluorescence; Potency, µM (highest dose often 115 µM), without a hit: at the top dose activity change, negative = inhibition, most hits filed as inhibitors; 360,000 tested, 0.14% active;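 also: potency is read from the fitted curve at half-maximal effect; plate controls were vehicle for no effect and positive control for full effect; nearly all actives have a fitted effect of over 50% in size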
Active calls of the source: *; ? = inconclusive; / = not tested or not shown; & = joins results of further samples; [ ] = dose if it differs, or a comment. Unless noted, calls follow the shape of the dose curve; as a rule, active = well fitted curve in the direction sought with a large enough effect; inconclusive = small, poorly fitted or top-dose-only effect, or another doubt; inactive = no such curve, though single readings can be large; an effect the other way counts as inactive or inconclusive. This is a random part of the collection; about 4.1% have a hit in one of these screens.

Below each SMILES: Abeta yeast res	EPAC1 ag	PI5P4K alpha inh	FUS yeast rescue	PLK1 PBD block	aSyn rescue	WRN inhibitor	IL-2 act	EPAC1 antagonist
O=C(NCC12CC3CC(CC(C3)C1)C2)c1nn2c(c1Cl)NC(c1ccco1)CC2C(F)(F)F (stereo not drawn)
    -3%	13%	2	-1%	-6%	15%	0%	2.8	-21%
N/C(=N\c1nc2ccccc2o1)NC(=O)c1ccc(Cl)cc1
    -8%	2%	1	-1%	-5%	-4%	1%	-1.7	5%
CN(C)c1nc(N(C)C)nc(N(C#N)Cc2ccc(Cl)cc2)n1
    5%	7%	4	-26%	7%	8%	-8%	-2.2	15%
Cc1ccccc1NC(=O)CNC(=O)c1ccc(C(F)(F)F)cc1
    -14%	4%	-7	3%	2%	-3%	6%	-5.3	-3%
Fc1ccc(-c2ccc(/C=N/n3cnnc3)o2)cc1
    2%	-5%	4	-11%	0%	10%	1%	1.0	-1%
CCN1C/C(=C\c2cc(OC)c(OC)c(OC)c2)C2=NN(c3ccccc3)C(c3cc(OC)c(OC)c(OC)c3)C2C1 (stereo not drawn)
    -4%	5%	14	/	-7%	-4%	-4%	-5.6	-1%
CCCNC(=O)Nc1nc(C(N)c2ccc(OC)cc2)cs1 (stereo not drawn)
    -18%	3%	0	3%	-5%	-13%	-8%	-0.2	-7%
Cc1c(C(c2cccc([N+](=O)[O-])c2O)c2c(C)n(C)n(-c3ccccc3)c2=O)c(=O)n(-c2ccccc2)n1C
    4%	2%	/	23%	-2%	-12%	1%	-3.6	3%
COc1ccc(CNC(=O)N2CCN(S(=O)(=O)c3ccc(C)cc3C)CC2)cc1
    -13%	10%	3	4%	-9%	-2%	-3%	-3.4	1%
CCCc1nc(N2CCCC2)c(C#N)c2c1CCCC2
    13%	9%	/	9%	-9%	-9%	3%	-2.4	0%
CN(C)S(=O)(=O)c1ccc(C(=O)OCC(=O)NC(=O)NCc2ccccc2)cc1
    9%	-5%	-1	31%	-5%	0%	3%	-1.3	0%
Cc1cccc(CC(=O)NCCS(=O)(=O)N2CCN(c3cccc(Cl)c3)CC2)c1
    13%	-13%	1	7%	-2%	21%	-8%	-6.1	-3%
COCCn1c(SCC(=O)Nc2ccc(F)cc2F)nc2c(c1=O)SCC2
    -8%	4%	7	27%	11%	-5%	4%	-0.2	8%
CCc1nnc(NC(=O)/C=C/c2cccs2)s1
    14%	2%	7	-4%	-3%	2%	4%	2.7	23%
CNC(=O)c1c(NC(=O)CS(=O)(=O)c2ccccc2)sc(C)c1C
    -7%	3%	-4	37%	-10%	-8%	-4%	-5.5	14%
COc1ccc(NC(=O)c2ccc(C(=O)c3cc(OC)ccc3OC)cc2)cc1
    14%	1%	/	8%	0%	4%	-10%	-0.5	6%
Cc1nnc2ccc(-c3ccc(NS(=O)(=O)c4ccc(F)cc4F)cc3)nn12
    -5%	5%	-5	14%	-7%	2%	-18%	0.0	-17%
CC(=O)c1c(C)[nH]c2ccccc2c1=O
    13%	21%	9	0%	0%	2%	6%	-3.0	?
CC(=O)Nc1ccc(SCc2csc(C)n2)cc1
    -17%	0%	-11	10%	?	-4%	-28%	-1.9	-16%
CN1CCN(c2nc(NCc3ccco3)nc(N)c2[N+](=O)[O-])CC1
    6%	4%	0	11%	-3%	0%	-5%	2.3	0%
Cc1ccc(S(=O)(=O)Nc2nc(C)c(NC(=O)Nc3ccc(Cl)cc3Cl)s2)cc1
    13%	4%	-16	7%	21µM*	-4%	-23%	-1.8	-21%
COC(=O)C1CCN(CC(=O)NC(=O)Nc2ccccc2F)CC1
    -15%	4%	0	/	1%	-4%	-21%	-1.9	4%
C/C(=N\N(C)C)C1=C(O)c2ccccc2C1=O
    21%	2%	-1	/	5%	3%	-12%	-0.1	-9%
O=C(Nc1cccc(NS(=O)(=O)c2ccc(S(=O)(=O)NC3CC3)cc2)c1)c1ccccn1
    8%	9%	4	21%	-9%	-5%	-14%	-0.9	6%
Cc1nc2nc(-c3ccc(F)cc3)cn2nc1C
    -14%	-2%	6	-23%	-23%	-1%	-6%	1.9	-24%
C=CCNc1nc(NCCOc2ccccc2Cl)c2sc(-c3ccccc3)cc2n1
    -31%	-4%	/	?	-13%	-28%	-4%	-0.4	-22%
Cc1cc(C)n(CCc2nc(-c3ccc(-c4ccccc4)cc3)cs2)n1
    -5%	5%	18	15%	-8%	3%	-10%	-2.2	-14%
O=C(NC(Cc1ccccc1)C(=O)O)NC12CC3CC(CC(C3)C1)C2 (stereo not drawn)
    -9%	4%	3	-27%	3%	-1%	0%	0.8	9%
COc1ccc(NC(=O)CC2Oc3ccc(C)cc3NC2=O)cc1 (stereo not drawn)
    1%	0%	0	17%	-16%	-5%	4%	2.5	-25%
COC(=O)c1sccc1NC(=O)c1ccccc1[N+](=O)[O-]
    7%	8%	-4	/	?	1%	-20%	-0.7	3%
CCN(CC)CCn1c(O)c(N=O)c2ccccc21
    -8%	4%	/	12%	-4%	0%	-2%	0.0	-8%
Cc1cc(C(=O)NCC(C)(C)N2CCOCC2)c(C)o1
    3%	6%	-2	-11%	3%	0%	-16%	-0.3	1%
Cc1ccc(-c2[nH]c3ccccc3c2SCCNC(=O)c2cc3ccccc3oc2=O)cc1
    18%	5%	7	14%	-3%	10%	-10%	-3.2	-8%
C=CC[n+]1c(-c2ccc(Cl)cc2Cl)csc1Nc1c(C)n(C)n(-c2ccccc2)c1=O
    -5%	13%	8	19%	-13%	5%	-16%	0.4	-15%
CCCC1CCC(=NNC(=O)CNc2ccc(OC)cc2)CC1 (stereo not drawn)
    8%	9%	0	/	-10%	-1%	22%	0.7	-13%
CCOCCCNCC(=O)Nc1cc(S(=O)(=O)N2CCOCC2)ccc1N1CCOCC1
    -4%	13%	1	-1%	4%	-2%	-4%	0.6	4%
Cn1c(=O)c(C(=O)c2ccccc2)c(O)c2ccccc21
    -70%[inhibitor]	7%	3	11%	1%	-28%	-8%	-3.3	6%
Cn1cccc1C(=O)NC(=O)CSc1nnc(C2CC2)n1-c1ccccc1
    12%	1%	-11	21%	-7%	-10%	-9%	-3.2	-8%
O=C(NNC(=O)c1ccccc1[N+](=O)[O-])c1cnccn1
    3%	0%	/	-3%	1%	0%	-6%	-0.8	-8%
COCc1nnc(NC(=O)c2ccc(OC)cc2OC)s1
    -8%	-2%	4	9%	-14%	8%	6%	-2.6	?
O=C(CN=C1NS(=O)(=O)c2ccccc21)OCC(=O)c1cc(F)ccc1F
    4%	6%	0	-26%	-7%	8%	2%	-0.2	?
O=C(Nc1ccc(OC(F)F)c(Cl)c1)[C@@H]1CCCN1C(=O)c1cccs1
    1%	3%	-6	7%	-9%	2%	7%	-3.5	12%
COc1ccc(OC)c(CNC(=O)C2CCN(S(C)(=O)=O)CC2)c1
    5%	2%	1	20%	4%	2%	-5%	-1.3	2%
Cn1nc(C(=O)OCC(=O)c2ccc(Cl)cc2)c2ccccc2c1=O
    -9%	2%	-2	/	2%	10%	-7%	-2.9	4%
O=C(CSc1n[nH]c(-c2ccccc2Cl)n1)NC1CCCCC1
    -4%	-10%	-3	?	?	1%	-2%	-0.4	7%
NC(=O)C1CCN(C(=O)CCNS(=O)(=O)c2ccccc2F)CC1
    5%	-2%	1	-11%	-13%	2%[1.84 µM]	4%	-0.7	-13%
COc1ccccc1OCC(=O)Sc1ccc(C)cc1
    -31%	4%	/	15%	3µM*	25%	?	0.2	-9%
COc1ccc(Cl)cc1-n1c(N)c(C(N)=O)sc1=S
    -5%	-5%	/	7%	12µM*	-4%	0%	-3.7	9%
Clc1ccc2c(NCCNC3CCCCC3)ccnc2c1
    -14%	1%	1	13%	-12%	-1%	-3%	-0.9	-4%
COc1ccccc1NC(=S)NCCc1ccc(Cl)cc1
    -50%[inhibitor]	5%	8	9%	-30%	6%	6%	-0.1	-2%
COc1cc(CNc2ncnc3c2[nH]c2ccc(C)cc23)cc(OC)c1
    -43%[inhibitor]	9%	-6	13%	-8%	-12%	-18%	1.7	-8%
Nc1nc(NCc2ccco2)nc(N2CCCCC2)c1[N+](=O)[O-]
    3%	-8%	-20	37%	-19%	1%	-1%	-0.9	-9%
Oc1ccc(CNc2ccccc2F)c2cccnc12
    -46%&-65%[inhibitor]	-8%&-6%	?	-7%&-8%	3.4µM*	-11%	1%	-0.2&-3.5	-22%&15%
C(=C\c1ccccc1)/CN1CCN(C(c2cccc3ccccc23)c2nnnn2C2CCCC2)CC1 (stereo not drawn)
    3%	13%	3	18%	-1%	-16%	-1%	-0.9	7%
Cc1cnc([N+](=O)[O-])n1CCOC(=O)NC(=O)c1ccc(F)cc1
    -2%	4%	2	-1%	1%	1%	-7%	2.2	0%
O=C(NCc1ccccc1)NC1CC2CCC(C1)N2Cc1ccco1 (stereo not drawn)
    21%	0%	-2	-2%	-3%	-10%	8%	-1.7	2%

Screening results from PubChem.
